DT40 TDP1 no CPT = qHTS for Inhibitors of human tyrosyl-DNA phosphodiesterase 1 (TDP1): qHTS in cells in absence of CPT; Potency, µM (series often up to 46.2 µM), without a hit: at the top dose activity change, negative = growth inhibition, usual class: inhibitors; AID 686978, 2013; DT40 Tdp1-/- hTDP1 cells, no CPT, ATP luminescence, 48 h; hit rate 15% among 420,000; further: nearly all actives have a fitted effect of over 55% in size
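No-CPT arm: Tdp1-/-;hTDP1 DT40 cells (400/well) plus compounds, incubated ≥48 hr at 37 °C. Readout CellTiter-Glo luminescence.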
GCN5L2 inh = qHTS Assay for Inhibitors of GCN5L2; Histone acetyltransferase KAT2A (Homo sapiens), Q92830; GCN5L2 HAT assay, ThioGlo1 CoA-SH fluorescence; Potency, µM (top dose mostly 58.9 µM), for inactives: at the highest dose activity change, negative = inhibition, actives largely listed as inhibitors; hit rate 0.21% among 390,000
Target sequence (Q92830 whole entry, looked up): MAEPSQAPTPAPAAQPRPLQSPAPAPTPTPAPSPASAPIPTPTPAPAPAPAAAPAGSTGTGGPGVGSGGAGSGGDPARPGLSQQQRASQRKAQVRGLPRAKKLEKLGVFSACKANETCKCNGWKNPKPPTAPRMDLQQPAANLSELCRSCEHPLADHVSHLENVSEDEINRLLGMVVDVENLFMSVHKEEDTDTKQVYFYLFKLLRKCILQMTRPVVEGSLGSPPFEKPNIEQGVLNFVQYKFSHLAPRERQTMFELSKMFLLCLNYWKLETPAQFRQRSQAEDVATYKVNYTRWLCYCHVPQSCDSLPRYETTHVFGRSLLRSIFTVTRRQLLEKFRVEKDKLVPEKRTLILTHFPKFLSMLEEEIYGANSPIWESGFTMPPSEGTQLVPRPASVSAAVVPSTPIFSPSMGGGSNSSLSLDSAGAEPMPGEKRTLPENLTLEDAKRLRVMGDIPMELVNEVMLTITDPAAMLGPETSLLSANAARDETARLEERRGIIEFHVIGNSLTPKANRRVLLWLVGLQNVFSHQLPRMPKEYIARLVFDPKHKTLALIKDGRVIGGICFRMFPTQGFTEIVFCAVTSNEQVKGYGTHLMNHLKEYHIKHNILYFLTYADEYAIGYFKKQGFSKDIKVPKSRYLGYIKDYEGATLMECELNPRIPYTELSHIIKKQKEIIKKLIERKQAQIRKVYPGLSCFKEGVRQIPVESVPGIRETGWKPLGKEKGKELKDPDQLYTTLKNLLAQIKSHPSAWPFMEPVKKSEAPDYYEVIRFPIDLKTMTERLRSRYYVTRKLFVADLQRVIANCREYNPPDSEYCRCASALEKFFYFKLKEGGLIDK
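Compounds, pin-transferred from DMSO stocks, meet 20nM GCN5L2 for 15 min before the reaction begins with H3(1-25) peptide (75uM) and acetyl-CoA (70uM). Thiol-reactive ThioGlo1 reports CoA release over 20 min at room temperature.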
DT40 TDP1 CPT = qHTS for Inhibitors of human tyrosyl-DNA phosphodiesterase 1 (TDP1): qHTS in cells in presence of CPT; Potency, µM (titrated, usually from 46.2 µM), inactives show at the top dose activity change, negative = growth inhibition, most hits filed as inhibitors; chicken DT40 Tdp1-/-;hTDP1 cells + 20 nM CPT, ATP luminescence, 48 h; hit rate 12% among 420,000; further: nearly all actives have a fitted effect of over 55% in size
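Cell growth measured by CellTiter-Glo luminescence after a minimum 48 h, 37 C compound exposure with 20 nM CPT in Tdp1-knockout DT40 cells stably expressing hTDP1, seeded 400/well; qHTS titration format.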
Starred values were filed as active, the others as inactive; ? = inconclusive; / = not tested or not shown; [ ] = dose if it differs, or a comment. The call rests on the fitted dose curve; in most records, active means well fitted curve in the direction sought with a large enough effect; inconclusive means small, poorly fitted or top-dose-only effect, or another doubt; inactive means no such curve, though single readings can be large; an effect the other way counts as inactive or inconclusive. On the % scale 0 is the no-effect control and ±100 the full control effect; potency means the concentration at half of the fitted maximal effect. The order is random; about 18% have a hit in one of these screens.

Order of results: DT40 TDP1 no CPT | GCN5L2 inh | DT40 TDP1 CPT
O=C(CCc1c[nH]c2ccccc12)OCc1cccc(C(F)(F)F)c1
→ -7.1% | / | -24.1%
CCC(C)NC(=O)Nc1ccc(Br)cc1Cl (configuration not stated)
→ -28.2% | 0.4% | 1.4%
CCN(CC)S(=O)(=O)c1ccc(/C=C/C(=O)Nc2ccccc2N2CCOCC2)cc1
→ ? | -12.0% | ?
COCC1CCCN(Cc2nc(Cc3ccccc3)no2)C1 (configuration not stated)
→ ? | -5.1% | -14.1%
Cc1c(OCc2ccccc2)c(=O)ccn1Cc1ccc(Cl)cc1
→ 16.4µM* | -5.6% | ?
N#Cc1c(-c2ccc(Cl)cc2)cc(-c2cccs2)nc1SCC(=O)O
→ ? | -19.6% | -5.0%
O=C(NCCO)C1CCN(C(=O)c2ccc(-c3ccccc3)cc2)CC1
→ -15.5% | -1.7% | ?
O=C(OCCn1cncn1)c1cc2ccccc2oc1=O
→ -8.1% | -17.1% | 7.3%
COC(=O)COc1ccc(S(=O)(=O)Nc2ccc3c(c2)OCO3)cc1Cl
→ -9.0% | 0.8% | -18.9%
C/C(Cl)=C/CSc1nn2c(=O)c3ccccc3nc2s1
→ ? | -7.6% | -9.4%
Cc1ccccc1NC(=O)NCC1CCCO1 (configuration not stated)
→ -0.7% | / | 6.2%
Cc1cccc2nc(CNC(=O)CN3Cc4cc(Cl)ccc4OC(C)C3)cn12 (configuration not stated)
→ 5.8µM* | / | 4.11µM*
O=C(C1CCCO1)N1CCN(C(=S)Nc2cccc(F)c2)CC1 (configuration not stated)
→ 1.7% | -1.8% | 1.2%
CC(CNC(=O)C1CCN(Cc2cc3ccccc3n2Cc2ccccc2)CC1)c1ccccc1 (configuration not stated)
→ 16.4µM* | -7.3% | 23.1µM*
O=C(NC1CCCC1)[C@@H]1CSC2c3ccccc3C(=O)N21 (some centres not stated)
→ 12.8% | -4.4% | -20.2%
CCCCn1c(SCC(=O)NCc2ccccc2)nc2ccc(N3CCOCC3)cc2c1=O
→ 1.46µM* | -8.7% | -20.5%
COc1ccc(S(=O)(=O)N2CCN(c3ncccn3)CC2)cc1OC
→ -19.9% | -2.4% | 3.3%
N#Cc1ccc(NC(=S)Nc2ccccc2)cc1
→ 14.6µM* | -0.7% | ?
CCCCCc1ccc(S(=O)(=O)NCCc2ccncc2)cc1
→ 16.4µM* | 0.7% | 20.6µM*
COc1ccc(-c2cn(-c3ccc(SC(F)F)cc3)c3[n+]2CCC3)cc1OC
→ 18.4µM* | 20.8% | ?
CCc1noc(C)c1C(=O)N1CCOc2ccc(CN3CCCC(C(=O)c4cccnc4)C3)cc2C1 (configuration not stated)
→ ? | / | ?
COc1ccccc1-c1cc(C(F)(F)F)n2ncc(S(=O)(=O)c3ccccc3)c2n1
→ ? | -11.0% | ?
Cc1ccccc1CS(=O)(=O)CCC(=O)NCc1ccccn1
→ -8.6% | -18.5% | -4.5%
Cc1ccccc1NC(=O)CSc1nc(O)cc(=O)n1C
→ -3.2% | -8.5% | 15.6%
Clc1ccccc1-c1nn2c(-c3ccncc3)nnc2s1
→ 23.1µM* | -2.3% | 16.4µM*
Cc1ccc(Cn2c(=N)c(C(=O)NCc3ccco3)cc3c(=O)n4ccccc4nc32)cc1
→ 11.2µM* | -8.1% | 11.2µM*
Cc1ccc(S(=O)(=O)Nc2ccccc2/C=N/c2nc3ccccc3n2C(C)C)cc1
→ 20.6µM* | -13.7% | 18.4µM*
S=C1NC[C@H](Cc2ccccc2)N1CC1CCN(CCCCc2ccccc2)CC1
→ ? | / | -23.2%
O=C(NCCc1ccccc1)c1cc([N+](=O)[O-])ccc1N1CCOCC1
→ -23.3% | -6.8% | ?
COC(C/C=C/[C@@H](O)COCc1ccccc1)OC
→ 2.2% | -8.7% | -7.0%

3 entries from above, sorted by length of the SMILES, low to high:
Order of results: DT40 TDP1 no CPT | GCN5L2 inh | DT40 TDP1 CPT
Cc1ccccc1NC(=O)CSc1nc(O)cc(=O)n1C
→ -3.2% | -8.5% | 15.6%
CCCCCc1ccc(S(=O)(=O)NCCc2ccncc2)cc1
→ 16.4µM* | 0.7% | 20.6µM*
N#Cc1c(-c2ccc(Cl)cc2)cc(-c2cccs2)nc1SCC(=O)O
→ ? | -19.6% | -5.0%

Next part:
Order of results: DT40 TDP1 no CPT | GCN5L2 inh | DT40 TDP1 CPT
Cc1ccc(NC(=O)/C=C/c2ccc(S(=O)(=O)N3CCOCC3)cc2)cc1S(=O)(=O)N(C)C
→ 14.6µM* | / | ?
COc1cccc(CC(=O)Nc2nc(-c3ccc(OC)c(OC)c3)cs2)c1
→ 18.4µM* | -15.9% | -62.3%
Cc1csc(SC(C)c2nc3scc(-c4ccccc4)c3c(=O)[nH]2)n1 (configuration not stated)
→ 20.6µM* | -23.2% | ?
CN(CCc1cnn(C)c1)Cc1cn(C)nc1-c1ccc2c(c1)OCCO2
→ -1.9% | 22.0% | -7.5%
COc1ccc(-c2oc3ncn4nc(-c5ccc(Cl)cc5)nc4c3c2-c2ccc(OC)cc2)cc1
→ -26.1% | 9.5% | ?
CCCn1nc(C(=O)OCC(=O)c2c(N)n(C)c(=O)n(C)c2=O)c2ccccc2c1=O
→ -23.3% | -13.2% | -3.6%
Cc1csc(SCC(=O)NC(C)C2CC3CCC2C3)n1 (configuration not stated)
→ -19.6% | -2.3% | -5.1%
Cc1sc2ncnc(SCC(=O)c3ccc(O)cc3O)c2c1C
→ ? | 3.6% | ?
CCN1CCN(C(=O)c2ccc(CN(c3ccc(C)c(C)c3)S(C)(=O)=O)cc2)CC1
→ -25.9% | 2.1% | -24.5%
C/C(NCCc1ccc(O)cc1)=C1/CCOC1=O
→ 0.6% | / | -13.8%
C[C@H]1CC[C@@]2(O[C@H](CCO)C[C@@H](O)[C@@H]2O)O1
→ -14.8% | -8.3% | -12.0%
C=CCN1CN(CCc2ccccc2)CNC1=S
→ -6.6% | -5.7% | -2.9%
NC(=S)c1ccc[n+]([O-])c1
→ -15.8% | / | -29.6%
COCCCNC(=O)CC(NS(=O)(=O)c1ccc(F)cc1)c1ccc(OC)cc1 (configuration not stated)
→ 5.8% | -2.8% | 4.5%
CC(NC(=O)c1ccco1)c1nc(-c2ccc(C(C)(C)C)cc2)no1 (configuration not stated)
→ 20.6µM* | -5.5% | 20.6µM*
COc1cc(NC(=O)c2cc3ccc4cccnc4c3[nH]2)cc(OC)c1OC
→ -8.5% | 4.9% | 3.2%
O=C(Nc1ccc(OC(F)(F)F)cc1)C1CCCN(S(=O)(=O)c2cnc[nH]2)C1 (configuration not stated)
→ ? | -0.8% | -10.7%
C[C@@H](C(=O)OCC(=O)Nc1cc(S(=O)(=O)N2CCOCC2)ccc1Cl)N1C(=O)C2CCCCC2C1=O (some centres not stated)
→ -12.4% | -4.1% | -8.8%
CCN(CC)c1nc2c(-c3cccc(Br)c3)nnn2c2ccccc12
→ -22.0% | -1.9% | -1.7%
COc1ccccc1C(=O)NCCC(=O)NNC(=O)C1COc2ccccc2O1 (configuration not stated)
→ -1.5% | 1.9% | -3.4%
CCN(CC)CCNC(=O)c1ccc(Sc2ccc(C)cc2)c(NC(C)=O)c1
→ -19.8% | -0.5% | 3.9%
OCc1ccc(O)c2ncccc12
→ 5.17µM* | -1.3% | 5.17µM*
O=C(NNC(=S)NC(=O)c1sc2ccccc2c1Cl)c1ccc(Cl)cc1
→ ? | -1.9% | 18.4µM*
COc1ccccc1CNC(=O)c1ccc2c(c1)nc(C)n2-c1ccccc1OC
→ ? | -7.5% | ?
Cc1cc(C)c(NC(=O)C(=O)NCC(c2cccnc2)N2CCN(c3ccccc3F)CC2)c(C)c1 (configuration not stated)
→ 14.6µM* | -4.1% | 14.6µM*
COc1ccc(-c2nn(CCC#N)cc2/C=N/O)cc1OC
→ 3.2% | -6.7% | 6.5%
Cc1ccc(CNC(=O)CCc2ccc(S(=O)(=O)NC3CCCCC3)cc2)cc1
→ ? | -5.7% | -29.4%
O=C(CCN1CCCCCC1)Nc1ccccc1F
→ -1.5% | / | 0.3%
CSCCC(NC(=O)c1ccoc1C)C(=O)O (configuration not stated)
→ -0.1% | -0.5% | 8.8%
O=C(Nc1ccccc1)c1ccc(F)c(S(=O)(=O)N2CCOCC2)c1
→ -18.8% | 0.5% | -24.4%

Entries shown so far that have a thiophene ring, fused or not, in the order listed:
Order of results: DT40 TDP1 no CPT | GCN5L2 inh | DT40 TDP1 CPT
N#Cc1c(-c2ccc(Cl)cc2)cc(-c2cccs2)nc1SCC(=O)O
→ ? | -19.6% | -5.0%
Cc1csc(SC(C)c2nc3scc(-c4ccccc4)c3c(=O)[nH]2)n1 (configuration not stated)
→ 20.6µM* | -23.2% | ?
Cc1sc2ncnc(SCC(=O)c3ccc(O)cc3O)c2c1C
→ ? | 3.6% | ?
O=C(NNC(=S)NC(=O)c1sc2ccccc2c1Cl)c1ccc(Cl)cc1
→ ? | -1.9% | 18.4µM*

Later entries.
Order of results: DT40 TDP1 no CPT | GCN5L2 inh | DT40 TDP1 CPT
CCOC(=O)[C@]12CCCC=C1N(CCC1=CCCCC1)C(=O)[C@H](CC(=O)NCc1cccc3ccccc13)C2
→ 16.4µM* | / | ?
O=C(CCNC(=O)c1ccc(Cl)cc1)Nc1ncccc1O
→ 5.0% | -8.0% | 4.9%
Cc1ccc(OCc2nnc(SCC(=O)Nc3ncc(C)s3)o2)cc1
→ -12.1% | 0.0% | -1.3%
COc1cc(-c2nnc(-c3ccco3)o2)ccc1OCc1ccccc1
→ ? | -12.8% | ?
C/C(=N\Nc1ccccc1C)c1cccnc1
→ 4.2% | ? | -7.1%
CC[C@]12c3[nH]c4cc(-c5ccco5)ccc4c3CCN1C(=O)[C@@H](CC(=O)NCCC1=CCCCC1)C[C@@H]2C(=O)N1CCN(C(=O)C2CC2)CC1
→ ? | -9.9% | ?
Cn1cc(C(=O)NCc2cccs2)c(=O)c2cc(S(=O)(=O)N3CCCC3)ccc21
→ ? | 1.6% | ?
CCC(=O)N1CCN(CCN=CC2=C(O)CC(c3ccc(OC)cc3)CC2=O)CC1 (configuration not stated)
→ -3.5% | -0.6% | -15.9%
CC(Oc1ccc(C(=O)c2ccc(F)cc2)cc1)C(=O)N1CCOCC1 (configuration not stated)
→ -18.4% | -18.4% | -4.4%
CC(C)(C)c1ccc(S(=O)(=O)CCc2ccccn2)cc1
→ ? | 0.0% | -16.2%
Cc1cc(OC(=O)Cc2cccc3ccccc23)c([N+](=O)[O-])c(=O)[nH]1
→ -3.5% | -5.6% | 0.2%
COc1ccc(OC)c(CNC(=O)c2ccc3nc(C(C)C)oc3c2)c1
→ 23.1µM* | -11.2% | ?
COc1ccccc1N1CCN(C(c2ccccc2)c2nnnn2Cc2ccccc2)CC1 (configuration not stated)
→ 15.8µM* | / | 14.1µM*
CC1CCN(S(=O)(=O)c2ccc3c(ccn3CCC(=O)N3CCCCC3)c2)CC1
→ 6.51µM* | -1.7% | ?
CC(C)(C)c1ccc(OCCCC(=O)Nc2nnc(C3CC3)s2)cc1
→ 10.3µM* | / | ?
O=C(c1cc2c(Cl)nc3ccccc3c2s1)N1CCCCC1
→ ? | -3.4% | ?
CCN1CCN(CCc2nc3cc(NC(=O)COc4ccccc4)ccc3n2C)CC1
→ 23.5% | -3.3% | 7.7%
CC(NC(=O)c1cc(Br)ccc1Cl)c1ccccc1 (configuration not stated)
→ 5.0% | -0.2% | -3.2%
O=c1ccnc(NCCc2ccccc2)[nH]1
→ -23.5% | -5.0% | -22.8%
CSCCC(/C(O)=C(\C#N)c1nc2ccccc2[nH]1)N1C(=O)c2ccccc2C1=O (configuration not stated)
→ ? | -6.3% | -27.4%
O=C(CCS(=O)(=O)c1nc(-c2cccs2)cc(C(F)(F)F)n1)Nc1ccc(F)c(Cl)c1
→ 9.2µM* | -2.4% | 4.61µM*
Cc1ccc(OCc2ccc(C(=O)NCc3cccnc3)cc2)cc1C
→ 5.17µM* | -3.2% | 3.26µM*
COc1ccc2nc(SCC(=O)Nc3cc(C)on3)c(C#N)cc2c1
→ -25.9% | -7.6% | ?
Cc1ncc2c(c1CNS(=O)(=O)c1cccs1)CCN(C(=O)/C=C/c1cc(F)cc(F)c1)C2
→ 23.1µM* | / | -5.7%[9.04 µM]
COCCCNC(=O)CC(NS(=O)(=O)c1ccc(Cl)cc1)c1ccc(OC)cc1 (configuration not stated)
→ -1.6% | 5.2% | -23.4%
COCCN(Cc1cc2cccc(C)c2[nH]c1=O)C(=O)c1ccccc1
→ -2.4% | -2.0% | -12.4%
CCC1=Nc2cc(C(=O)NCCN3CCOCC3)ccc2Sc2ccc(Br)cc21
→ 1.2% | -1.2% | -24.6%

Assay outcomes (PubChem BioAssay)
